Screening data (PubChem BioAssay)
C2C12 statin = suppression of simvastatin myotoxicity; AID 602340; rescue of ATP level, % at 7.49 µM; actives 0.78% (n = 330,000); C2C12 myotubes + simvastatin, ATP luminescence, 48 h; scaled: DMSO 0, geranylgeraniol control 100;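 active means mean ATP rescue above about 67%, or every replicate alone reaching that limit, limit read from the data, passing the limit was not always enough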;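 further: myotubes were challenged with 10 µM simvastatin during compound exposure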
miR-122 sensor = inhibitors of miR-122 in Huh7 cells | AID 602342 | Huh7 miR-122 Renilla luciferase sensor, 48 h; neutral wells = 0, positive control = 100 | activation (reporter increase), % at 12.5 µM | actives 0.3% (n = 340,000);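 active means mean replicate activation score at least 90 and every replicate individually at or above 90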;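 further: higher luciferase means less miR-122 activity so hits act as miR-122 inhibitors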
FN deposition inh = fibronectin deposition inhibition; AH1F fibroblasts, Alexa488-fibronectin deposition fluorescence, overnight; inhibition, % at 12.6 µM; actives 0.086% (n = 350,000); AID 743247;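 active means mean inhibition across replicates of 30% or more, regardless of how many single replicates reach that level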;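 further: positive control wells lacked labelled fibronectin entirely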
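test system = AH1F fibroblasts assembling fluorescent fibronectin matrix | quantity = 10000 AH1F cells per well | buffer or medium = DMEM plus 2% serum, read in PBS | doses = single dose, pinned | incubation = 1 h cell attachment, overnight exposure to compound and label | detection = fluorescence at 485 nm excitation, 525 nm emission | read-out basis = inhibition from reduced deposited-fibronectin fluorescence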
PglD inh = inhibitors of Campylobacter jejuni PglD acetyltransferase; purified PglD enzyme, DTNB colorimetric CoA detection; inhibition, % at 12.5 µM; actives 0.098% (n = 360,000); in the data active means inhibition above about 16%, passing the limit was not always enough; further: strong numbers were not always called active
CFTR F508del cor = CFTR F508del correction in bronchial cells | CFBE cells, YFP halide quenching; stimulated with forskolin plus potentiator P3; % fluorescence drop versus neutral controls | activity (quench increase), % at 7.58 µM | actives 0.36% (n = 350,000) | AID 720511;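 active means mean added fluorescence quench of at least 8% versus neutral control, with both replicates also reaching 8%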;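 further: cells transiently co-express mutant CFTR-F508del with the halide-sensitive YFP; corrector assay measuring rescue of mutant channel to the surface after 24 h compound exposure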
PGC1a acetyl inh = lowers PGC1a acetylation signal in U2OS cells; AlphaScreen anti-acetyl-lysine; with virally co-expressed GCN5 acetyltransferase; inhibition, % at 15.6 µM; actives 0.17% (n = 350,000);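 active means every replicate shows inhibition of at least 40%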;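 further: 0% = neutral control wells and 100% = positive control wells; some results beyond the cut were filed as inactive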
INS-1E GSIS act = GLuc luminescence reporter in INS-1E cells, primary screen for activators of glucose-dependent secretion of insulin; INS-1E GLuc reporter insulin secretion, 2-3 h; activation, % at 16.6 µM; actives 0.61% (n = 370,000);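 active means lowest replicate activation of at least 40%, so every replicate reaches that level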;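 further: 0% = median of neutral control wells and 100% = median of IBMX positive control wells; some compounds called inactive have numbers as strong as hits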
Cneo AK release = causes C. neoformans cell lysis; adenylate kinase release luminescence, 4 h; normalised: neutral wells 0, clomiphene wells 100; lysis activity, % at 15 µM; actives 0.2% (n = 360,000); AID 651654;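 active means mean lysis activity across replicates of at least 80%, whatever share of replicates individually reach that level; inactive means mean lysis activity below 80%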
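Assay system: Cryptococcus neoformans yeast cells / Dosing: single-point compound dose / Timing: 4 h at 37 °C static, read 1 h later / Measured by: luminescence of released adenylate kinase using an AK detection reagent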
Active calls of the source: *; . = no result given; & = joins results of further samples; ! = repeats disagree; [ ] = dose if it differs, or a comment.

SMILES	C2C12 statin	miR-122 sensor	FN deposition inh	PglD inh	CFTR F508del cor	PGC1a acetyl inh	INS-1E GSIS act	Cneo AK release
Cc1ccc(S(=O)(=O)Nc2cccc3c2O[C@H](CN(C)C(=O)NC2CCCCC2)[C@H](C)CN([C@H](C)CO)C3=O)cc1	36	3[16.7 µM]	.	0	3.9	-3	-9	3
CCCNc1nc(Cl)nc(NC(C)(C)C)n1	-4	-10	17	1	2.3	.	.	3
Cc1cc(/C=C(\C#N)C(=O)OCC(=O)N(C)c2c(N)n(Cc3ccccc3)c(=O)[nH]c2=O)c(C)n1CC(C)C	3	12	0	-5	-1.2	4	.	-1
CCc1cccc2c(C#N)cn(CCOc3ccccc3OC)c12	13	-1	-9	0	.	-14	.	-1
C[C@@H]1CN([C@@H](C)CO)C(=O)c2cc(-c3cncnc3)cnc2O[C@@H]1CN(C)Cc1ccncc1	9	7[16.7 µM]	.	-1	3.0	-20	5	4
C=C1C(=O)C23C(O)C1CCC2C12COC3(O)C(O)C1C(C)(C)CCC2O (stereo unspecified)	110*	-6	.	1	-17	-14	.	-2
COc1ccc(NC(=O)N(C)C[C@H]2Oc3c(NS(=O)(=O)c4ccc(F)cc4)cccc3C(=O)N([C@H](C)CO)C[C@H]2C)cc1	15	-10[16.7 µM]	.	2	0.1	-4	-6	2
CCOC(=O)c1ccccc1NC(=O)CN1CCC(n2nnc3cc(C(F)(F)F)ccc32)CC1	-64	-7	-6	-1	4.2	0	11	7
O=C(C1CCCC1)N1CC[C@@H]2[C@@H](CO)Nc3ccc(-c4cccc(F)c4)cc3[C@@H]21	.	.	-13	.	-0.6	8	-35	.
COc1ccc([C@H]2CC(=O)C=C(c3ccc(CNC(=O)OC(C)(C)C)cc3)C2)cc1	12	3	7	0	-4.2	-5	-16	-7

A second format for two compounds above.
Under each structure – C2C12 statin	miR-122 sensor	FN deposition inh	PglD inh	CFTR F508del cor	PGC1a acetyl inh	INS-1E GSIS act	Cneo AK release
> COc1ccc(NC(=O)N(C)C[C@H]2Oc3c(NS(=O)(=O)c4ccc(F)cc4)cccc3C(=O)N([C@H](C)CO)C[C@H]2C)cc1
    15	-10[16.7 µM]	.	2	0.1	-4	-6	2
> CCOC(=O)c1ccccc1NC(=O)CN1CCC(n2nnc3cc(C(F)(F)F)ccc32)CC1
    -64	-7	-6	-1	4.2	0	11	7

The list goes on.
SMILES	C2C12 statin	miR-122 sensor	FN deposition inh	PglD inh	CFTR F508del cor	PGC1a acetyl inh	INS-1E GSIS act	Cneo AK release
O=C(c1ccoc1)N1CCCC(N2CCN(c3cccc(Cl)c3)CC2)C1 (stereo unspecified)	5	4	11	1	-0.1	-1	-21	-1
CC(=O)N=c1ncn(CC(COC(C)=O)OC(C)=O)c2nc[nH]c12 (stereo unspecified)	.	1	.	13	.	.	3	17
CSc1nc(N)n2nc(-c3ccccc3)cc2n1	.	-1	-5	-1	0.9	0	-5	-4
CCN=C1NN=C(c2ccc(C)cc2)CS1	-17	10	.	-3	7.3	12	19	0
COc1ccc(C#Cc2ccc([C@H]3[C@H]4CN(C(=O)Nc5ccccc5F)CCCCN4[C@H]3CO)cc2)cc1	-4	-4[16.7 µM]	.	1	1.7	4	20	-4
C/C=C/c1ccc2c(c1)O[C@H](CN(C)C(=O)NC1CCCC1)[C@@H](C)CN([C@@H](C)CO)S2(=O)=O	-9	10[16.7 µM]	-2	-2	.	6	0	-13
O=C(NCCc1c[nH]c2ccccc12)C(=O)NCC(c1ccco1)N1CCN(c2ccccc2F)CC1 (stereo unspecified)	.	-1	.	3	.	0	.	1
Cn1cnnc1SCC(=O)Nc1sc2c(c1C(N)=O)CCC2	-18	1	.	0	.	3	.	0
Cc1cn(C2CCCO2)c(=O)nc1N (stereo unspecified)	6	.	6	8	-1.3	10	2	-1
COc1ccc(S(=O)(=O)N(C)C[C@H]2Oc3ccc(NC(=O)NC4CCCCC4)cc3CC(=O)N([C@@H](C)CO)C[C@H]2C)cc1	8	-5[16.7 µM]	10	-5	-4.4	11	-15	-2
COc1ccc(NC(=O)N(C)C[C@@H]2Oc3ccc(NC(=O)Nc4ccc(F)cc4)cc3CC(=O)N([C@@H](C)CO)C[C@@H]2C)cc1	16	-3[16.7 µM]	.	-2	1.2	-1	-4	1
Cc1cc(CNC(=O)C2CCC(=O)N(Cc3ccccc3F)C2)on1 (stereo unspecified)	0	-2	-7	-3	-1.2	-3	1	-1
CCOC(=O)c1ccccc1NC(=O)CSc1nnc(C)c(=O)[nH]1	-16	3	1	5	2.0	.	5	-9
COc1cccc(NC(=O)N[C@@H]2CC[C@@H](CC(=O)NCc3ccncn3)O[C@H]2CO)c1	1	-1[16.7 µM]	3	3	-1.3	3	13	0
COc1ccccc1NS(=O)(=O)c1ccc(C)c(C(N)=O)c1	1	-5	-3	-1	.	2	.	0
O=C1NC[C@H](Cc2ccccc2)N(C[C@H]2CCCN2C[C@H](Cc2ccccc2)N2C[C@H](Cc3ccccc3)N(CCc3ccccc3)C(=O)C2=O)C1=O	3	5	-6	1	3.0	12	-13	0
Cc1noc(C)c1NC(=O)Nc1ccc2c(c1)C(=O)N([C@H](C)CO)C[C@H](C)[C@@H](CN(C)C(=O)Nc1ccccc1)OCCCC[C@H](C)O2	24	3[16.7 µM]	-2	-3	-0.9	3	4	-3
COC(=O)N(C)C[C@H]1OCc2cn(nn2)CCCC(=O)N([C@@H](C)CO)C[C@@H]1C	-1&4	38[16.7 µM]	1&0	0&0	-2.9&-3.2	-5&6	6&7	84*!
Cc1ccc(C(=O)OCC(=O)N2CC(=O)Nc3ccccc32)s1	.	55	3	3	.	.	.	2
CCOC(=O)c1cnn(-c2ncnc3c2oc2ccccc23)c1N	-26	1	.	0	.	-26	.	-2
O=C(C1CCC1)N1CCCCN2[C@H](CO)[C@H](c3ccc(-c4cccc(F)c4)cc3)[C@H]2C1	22	-10[16.7 µM]	.	1	-0.4	-8	.	5
CCCCCC/C=C/c1ccc([C@H]2[C@H]3C=CC[C@@H](C)[C@@H]3C(=O)N2Cc2ccccc2)c(F)c1	16	-4	12	4	1.4	-5	-7	-1
CC12CCC(=O)N1C(C(=O)NCCc1ccc(S(N)(=O)=O)cc1)CS2 (stereo unspecified)	-2	-6	-1	-4	-0.1	7	2	2
COC(=O)c1cn(-c2ccccc2)nc1C(=O)OC	5	-8	9	5	.	7	.	1
O=C(c1ccco1)N1CCN(C(=O)c2[nH]c(C(F)(F)F)nc2-c2ccccc2)CC1	7	-2	3	-3	-3.3	-13	.	-2
O=C(C1CCN(S(=O)(=O)c2cnc[nH]2)CC1)N1CCN(c2ncccn2)CC1	.	-3	5	-5	.	9	.	1
CC(C)NC(=O)CSc1nc2ccccc2n1-c1ccccc1	8	-1	1	4	.	1	14	2
C[C@@H]1CN([C@@H](C)CO)C(=O)c2cc(NS(=O)(=O)c3cn(C)cn3)ccc2O[C@@H]1CN(C)S(=O)(=O)c1ccccc1	.	1[16.7 µM]	.	4	-1.3	-8	24	3
CCOc1ccc(NC(=O)C2CC(=O)N(c3ccccc3F)C2)cc1 (stereo unspecified)	6	-4	7	.	-3.8	-1	-6	.
C[C@H]1CN([C@@H](C)CO)C(=O)c2cc(NC(=O)Cc3ccccc3)ccc2O[C@@H]1CN(C)S(C)(=O)=O	-11	-3[16.7 µM]	3	-1	-2.6	4	11	-1
O=C(CNC(=O)c1ccco1)NNC(=O)c1cccc(Cl)c1	0	3	11	-4	-1.1	3	-1	1
O=C(c1cc(Br)ccc1Cl)N1CCN(c2ccccn2)CC1	6	1	-5	4	1.5	-10	-14	135*
CC12CCC(C(=O)N3CCCCC3)(CC1=O)C2(C)C (stereo unspecified)	.	-14	6	0	.	.	.	1
CCc1cc2c3c(c(=O)oc2cc1OCC(=O)OC)CCCC3	-4	-7	6	-2	2.1	13	4	5
COc1cccc(NC(=O)CSc2cccc[n+]2[O-])c1	7	.	-1	5	-3.8	.	24	-9
Cc1noc(NS(=O)(=O)c2ccc(NC(=O)c3nn(-c4ccc(F)cc4)ccc3=O)cc2)c1C	7	6	11	7	-2.4	5	4	37
COCC(=O)N1C[C@H](C)[C@@H](OC)CN(C)C(=O)c2ccc(NC(=O)Nc3cccc(F)c3)cc2OC[C@@H]1C	.	.	-10	.	0.9	2	-1	.
O=C1N[C@@H](Cc2ccccc2)C(=O)N2CCCC12 (stereo partly specified)	1	-1	.	-2	1.9	6	4	-1
CCC(=O)Nc1ccc(NC(=O)CCc2ccccc2)cn1	-7	.	9	0	2.1	.	-2	-3
C[C@H]1CN([C@@H](C)CO)C(=O)c2cc(NC(=O)Cc3ccccc3)ccc2O[C@H]1CN(C)S(=O)(=O)c1ccc(Cl)cc1	-19	31[16.7 µM]	.	5	-0.3	3	-14	-8
O/N=C1/CC/C(=N\O)c2nn(-c3ccccc3)nc21	0	4	0	-1	.	-32	.	-4
COc1ccc(CNC(=O)Nc2ccc(C)cc2)cc1	20	-4	.	-6	.	-5	.	3
CNC[C@@H]1Oc2cc(C#Cc3ccccc3)ccc2S(=O)(=O)N([C@@H](C)CO)C[C@H]1C	-7	7[16.7 µM]	9	-3	-3.8	-2	-16	-2
COc1ccc(F)cc1CN1CCN(C(=O)CCC(=O)Nc2nnc(C(C)C)s2)CC1	-1	.	.	0	.	.	-9	1
Nc1nc(SCC(=O)NCc2ccc3c(c2)OCO3)n[nH]1	.	.	2	.	-0.8	4	0	.

Structures above with an NH in an aromatic ring (seven):
SMILES	C2C12 statin	miR-122 sensor	FN deposition inh	PglD inh	CFTR F508del cor	PGC1a acetyl inh	INS-1E GSIS act	Cneo AK release
Cc1cc(/C=C(\C#N)C(=O)OCC(=O)N(C)c2c(N)n(Cc3ccccc3)c(=O)[nH]c2=O)c(C)n1CC(C)C	3	12	0	-5	-1.2	4	.	-1
CC(=O)N=c1ncn(CC(COC(C)=O)OC(C)=O)c2nc[nH]c12 (stereo unspecified)	.	1	.	13	.	.	3	17
O=C(NCCc1c[nH]c2ccccc12)C(=O)NCC(c1ccco1)N1CCN(c2ccccc2F)CC1 (stereo unspecified)	.	-1	.	3	.	0	.	1
CCOC(=O)c1ccccc1NC(=O)CSc1nnc(C)c(=O)[nH]1	-16	3	1	5	2.0	.	5	-9
O=C(c1ccco1)N1CCN(C(=O)c2[nH]c(C(F)(F)F)nc2-c2ccccc2)CC1	7	-2	3	-3	-3.3	-13	.	-2
O=C(C1CCN(S(=O)(=O)c2cnc[nH]2)CC1)N1CCN(c2ncccn2)CC1	.	-3	5	-5	.	9	.	1
Nc1nc(SCC(=O)NCc2ccc3c(c2)OCO3)n[nH]1	.	.	2	.	-0.8	4	0	.
